TLR9-MyD88 block: inhibitors of TLR9-MyD88 association in cells, primary screen, cell-based, CHO, BLA complementation, fluorescence; CCF4 FRET ratio; 340,000 tested, 0.21% active; inhibition, % at 4.98 µM; Toll-like receptor 9 (Homo sapiens) + Myeloid differentiation primary response protein …;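 active = inhibition above the mean over all tested compounds plus 3 SD, cut at about 21% in these data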;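 also: 0% = DMSO only wells and 100% = clavulanate BLA inhibitor control wells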
NCOA3 inh: SRC3 coactivator transcriptional activity inhibitors, primary screen, cell-based, luminescence | HEK293 GAL4-SRC3 luciferase reporter | inhibition, % at 3.6 µM | 360,000 tested, 0.17% active | AID 588352, 2011;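 active = inhibition above a per-campaign cutoff, the mean of all compounds plus 3 SD, cut at about 60% in these data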;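 also: 0% = DMSO-treated cells and 100% = gossypol-treated cells at 36 µM; higher means less SRC3-driven luciferase light from the GAL4 reporter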
NR2F2 inh: NR2F2 transcriptional activity inhibitors, primary screen, cell-based, luciferase reporter, HEK293T, luminescence. COUP transcription factor 2 (Homo sapiens), P24468. HEK293T NGFI-A luciferase reporter. inhibition, % at 8.6 µM. 370,000 tested, 0.7% active. AID 686940, 2013;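 active = inhibition above a per-plate cutoff, mean inhibition of test wells between control levels plus 3 SD, cut at about 38% in these data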;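 also: cells cotransfected with COUP-TFII expression vector driving the NGFI-A reporter; 0% = median of COUP-TF2 test wells and 100% = reporter-only cells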
SRC1 inh: SRC1 coactivator transcriptional activity inhibitors, primary screen, cell-based, luminescence; 360,000 tested, 0.12% active; HEK293 GAL4-SRC1 luciferase reporter; Nuclear receptor coactivator 1 (Homo sapiens), Q15788; inhibition, % at 3.6 µM;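 active = inhibition above the campaign mean plus 3 SD, with each screening campaign given its own cutoff, cut at about 60% in these data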;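 also: 0% = DMSO treated cells and 100% = gossypol at 36 µM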
TROY signal inh: inhibitors of TROY-driven NF-kB signaling, primary screen, Q293 LMP1-TROYcd cells, NF-kB luciferase, uHTS | Q293 LMP1-TROYcd NF-kB luciferase reporter, 4 h | AID 1347056, 2019 | 360,000 tested, 0.98% active | inhibition, % at 10 µM;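 active = compounds whose plate-normalised and pattern-corrected inhibition of the luciferase reporter signal at the single screening dose is 50% or more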
Exocytosis inh: LAMP-1 surface exposure blockers, TALL-104 cells – cell-based, flow cytometry, MLPCN library, primary screen; 360,000 tested, 0.66% active; TALL-104 LAMP-1 surface exposure; cells stimulated with thapsigargin and PMA; AID 651702, 2012; inhibition, % at 10 µM;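 active = inhibition above about 55%, limit read from the data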
TWEAK Fn14 block: inhibitors of TWEAK-Fn14 signaling, primary screen, luciferase reporter cells, uHTS; TWEAK-stimulated Fn14 reporter cells, luciferase luminescence, 8 h; AID 1159606, 2016; inhibition, % at 10 µM; 360,000 tested, 2% active; in the data active = inhibition above about 50%
ABHD5-PLIN5 inh: ABHD5-PLIN5 interaction inhibitors, primary screen, cell lysate, split luciferase complementation, luminescence. Split G. princeps luciferase complementation, 4 h. inhibition, % at 4 µM. 360,000 tested, 0.78% active. AID 602281, 2012;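 active = inhibition above the mean inhibition across every tested compound plus 3 SD, cut at about 22% in these data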;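 also: 0% = DMSO only wells and the 100% control is not disclosed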
LRH-1 inv ag: LRH-1 (NR5A2) inverse agonists, primary screen, cell-based, luminescence, HEK293T, StAR-luciferase reporter; Nuclear receptor subfamily 5 group A member 2 (Homo sapiens), O00482; inhibition, % at 3.6 µM; LRH-1 transfected, 24 h; AID 602396, 2012; 360,000 tested, 0.13% active;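 active = inhibition above the mean inhibition of all tested compounds plus 3 SD, cut at about 73% in these data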;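 also: 0% = DMSO wells and 100% = reporter-only cells lacking LRH-1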
Target sequence (O00482 whole entry, looked up): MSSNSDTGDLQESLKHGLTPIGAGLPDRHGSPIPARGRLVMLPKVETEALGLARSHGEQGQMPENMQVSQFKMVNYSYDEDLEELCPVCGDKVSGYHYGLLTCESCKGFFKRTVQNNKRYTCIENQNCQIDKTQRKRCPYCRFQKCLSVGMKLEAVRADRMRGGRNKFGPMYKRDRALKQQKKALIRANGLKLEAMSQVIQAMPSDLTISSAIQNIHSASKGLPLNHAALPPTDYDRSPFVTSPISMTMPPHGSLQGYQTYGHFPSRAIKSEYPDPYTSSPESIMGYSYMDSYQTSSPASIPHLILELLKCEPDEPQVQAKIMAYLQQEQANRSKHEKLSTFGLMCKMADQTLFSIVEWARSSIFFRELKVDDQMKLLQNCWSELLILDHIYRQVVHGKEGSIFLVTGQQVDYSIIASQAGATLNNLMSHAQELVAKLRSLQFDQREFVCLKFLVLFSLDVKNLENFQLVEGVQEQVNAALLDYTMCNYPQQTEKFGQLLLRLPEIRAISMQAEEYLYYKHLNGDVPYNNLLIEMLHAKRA
SRC2 inh: inhibition of GAL4-SRC2 driven luciferase reporter, primary screen, SRC2 inhibitor project, cell-based, luminescence; Nuclear receptor coactivator 2 (Homo sapiens), Q15596; HEK293 GAL4-SRC2 luciferase reporter; inhibition, % at 9 µM; 370,000 tested, 0.17% active; AID 651957, 2012;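 active = inhibition above the mean inhibition of all tested compounds plus 3 SD, set per campaign, cut at about 52% in these data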;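 also: 0% = DMSO treated cells and 100% = cells given Gossypol at 36 µM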
NOD2-RIPK2 inh: NOD2-RIPK2 binding disruptors in cells, primary screen, fluorescence, CHO cells, BLA complementation; Receptor-interacting serine/threonine-protein kinase 2 (Homo sapiens), O43353; CCF4 ratio; inhibition, % at 4.98 µM; 360,000 tested, 0.38% active; AID 624267, 2012; in the data active = inhibition above about 21%;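 also: 0% = vehicle only and 100% = reference blocker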
Target sequence (O43353 whole entry, looked up): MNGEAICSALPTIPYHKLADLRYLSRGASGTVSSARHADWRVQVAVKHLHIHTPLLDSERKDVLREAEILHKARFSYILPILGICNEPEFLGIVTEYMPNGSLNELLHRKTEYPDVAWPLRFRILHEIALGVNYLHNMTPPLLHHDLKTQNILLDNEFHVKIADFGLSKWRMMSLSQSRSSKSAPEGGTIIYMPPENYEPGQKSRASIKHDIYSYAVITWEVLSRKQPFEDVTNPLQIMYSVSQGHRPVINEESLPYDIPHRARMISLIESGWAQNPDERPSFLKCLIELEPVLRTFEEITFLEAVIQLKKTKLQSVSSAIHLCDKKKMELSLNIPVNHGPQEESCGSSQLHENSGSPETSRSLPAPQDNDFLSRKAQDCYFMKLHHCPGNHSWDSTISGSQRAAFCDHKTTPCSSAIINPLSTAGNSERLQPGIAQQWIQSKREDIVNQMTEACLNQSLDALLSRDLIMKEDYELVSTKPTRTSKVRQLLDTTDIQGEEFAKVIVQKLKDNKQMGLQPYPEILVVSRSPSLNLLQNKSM
* hit, by the source's call; . = no result given.

SMILES	TLR9-MyD88 block	NCOA3 inh	NR2F2 inh	SRC1 inh	TROY signal inh	Exocytosis inh	TWEAK Fn14 block	ABHD5-PLIN5 inh	LRH-1 inv ag	SRC2 inh	NOD2-RIPK2 inh
COc1ccc(C2/C=C\CN(C(=O)CC(C)C)CC(=O)N2Cc2ccc(F)cc2)cc1 (stereo not given)	4	8	3	-6	-14	1	-21	-4	1	2	1
CC(C)c1ccc(C2C(C(=O)c3ccco3)=C(O)C(=O)N2CCN2CCOCC2)cc1 (stereo not given)	-2	0	6	4	-6	-4	-1	-2	-3	-29	-5
Cc1ccc(NC(=O)C(C)Sc2nnc(C)n2C)cc1 (stereo not given)	9	-5	4	-7	-2	2	10	5	7	0	3
COC(=O)/C(C#N)=C/c1ccc(C)o1	-3	2	24	7	10	-2	9	-3	7	11	-2
CCCCOc1ccc(CSc2ncn[nH]2)cc1	6	-45	-4	-67	-35	0	-6	-10	-46	-30	6
CCOC(=O)Cc1csc(NC(=O)c2ccc(C)cc2)n1	-9	-4	0	-3	-10	-2	-1	-2	-1	-50	-4
COCCn1c(Sc2nc(C)cs2)nc2c1c(=O)[nH]c(=O)n2C	0	7	5	-33	8	-2	-4	-4	-7	2	-9
CCCN1C(=O)C(Cc2nc3ccccc3c(=O)n2C)c2ccccc21 (stereo not given)	-7	15	-1	6	-17	-1	5	2	-25	7	7
CC(=O)N(c1ccccc1)c1ccc([N+](=O)[O-])cc1[N+](=O)[O-]	-5	10	-4	3	9	-4	-8	-13	12	-2	-3
Cc1ccc(NC(=O)CCN2C(=O)C3CCCCC3C2=O)c(O)c1 (stereo not given)	-1	-1	3	-11	-23	0	-15	-3	-8	-22	-8
COc1ccc(-c2coc3c(C(=O)NCc4ccc(F)c(F)c4)cccc23)c(C)c1	.	-22	47*	8	19	3	26	-8	19	6	2
O=C(CCCC(=O)N/N=C/c1ccccc1C(=O)O)N/N=C/c1ccccc1C(=O)O	-4	-1	-1	-11	-6	-1	-6	-2	7	-11	-10
CCc1ccc(NC(=O)CSc2ccc(-c3ccccn3)nn2)cc1	10	-5	2	-9	-37	2	-7	4	-9	-4	1
O=c1c2ccccc2nc(-c2ccccc2)n1Cc1ccco1	-3	-10	0	-11	-23	-2	-5	1	-3	-24	-2
N#Cc1c(N)[nH]c2ccc(Sc3ccccc3)cc12	-1	-1	-66	-20	30	-2	5	-13	8	9	12
O=C(NCc1nnnn1-c1ccc(F)c(F)c1)c1ccc(S(=O)(=O)N2CCOCC2)cc1	-62	-4	-7	-10	6	11	-5	-5	2	3	1
CCOc1ccc(CCNC(=O)CN(C)S(=O)(=O)c2cccs2)cc1OCC	0	-11	-1	-5	-5	-5	0	-14	-6	-9	5
Cc1ccc(S(N)(=O)=O)c(C)c1N1CCCC1=O	-1	4	11	7	-8	1	-9	5	-10	12	-2
CC1CCCN(S(=O)(=O)c2cccc(C(=O)NCc3ccco3)c2)C1 (stereo not given)	-5	-4	-4	-17	15	4	7	-4	-4	21	0
COc1ccc(C(=O)NCCc2nnc3ccc(SCC(=O)N4CCCC4)nn23)cc1	-2	3	0	-25	5	3	1	2	2	-13	4
Clc1ccc(-c2cc3ccccc3nc2N2CCOCC2)cc1	.	2	-8	-30	-9	5	9	-6	-18	-12	-11
CN(Cc1c(C(=O)N/N=C/c2ccccc2)nnn1-c1nonc1N)C1CCCCC1	0	7	1	-13	10	-2	-44	0	-4	-3	-6
CCN(CC)S(=O)(=O)c1cccc(NC(=O)c2ccc(Br)cc2)c1	-8	22	39*	-3	21	0	13	-4	-6	11	-3
CCN(CC)CCNc1nc(SC)nc2sc3c(c12)CCN(C)C3	12	4	-3	10	-6	15	-2	3	-2	21	7
COc1ccc(-c2cc(C)no2)cc1S(=O)(=O)N1CCOc2ccccc21	-22	-26	-13	3	9	1	-1	-4	1	16	-4
O=C(Nc1cccc(-c2cscn2)c1)C1CCN(Cc2ccsc2)CC1	7	6	2	-4	5	-2	2	4	16	10	-3
CCCCSC1=N/C(=C/c2ccsc2)C(=O)N1c1ccccc1	2	0	15	2	3	4	6	-14	15	-25	-9
COc1ccc(CC(=O)Nc2nccs2)cc1OC	1	-2	-11	3	9	-4	8	5	-16	3	-7
Cc1ccccc1-c1cnc(C(O)c2ccc(F)cc2C)[nH]1 (stereo not given)	.	3	1	-5	-10	-5	3	-2	-5	-8	2
Cc1[nH]nc(SCC(=O)NC2CCCCC2)c1[N+](=O)[O-]	-1	12	7	2	-8	1	5	-1	-18	-8	4
CC1(C)C(=O)OC(c2ccccc2)C(C)(C)C1=O (stereo not given)	-2	9	11	-5	-1	-1	-7	-1	-9	0	-1
COc1ccccc1CNc1nc2nc(C)c(C)c(=O)n2[nH]1	-11	12	5	8	4	-2	-8	1	11	-29	-6
CCOc1cccc(CNCCNC(=O)c2nonc2N)c1	7	-2	11	-4	6	4	23	0	0	3	2
COc1cccc(C(=O)Nc2cc(C(=O)NCc3ccc(C)cc3)ccc2N2CCC3(CC2)CC(c2cccc(Br)c2)=NO3)c1	3	-15	14	-18	-11	0	-30	1	-1	5	-4
O=C(Nc1cc(=O)c2ccccc2o1)N1CCCCC1	-10	-14	16	-10	9	0	8	1	-18	-5	-4
COc1ccc2nc(SCc3ccccc3)nc(C)c2c1	-10	-99	-50	-158	-46	-8	28	-10	-171	-35	-13
O=[N+]([O-])c1ccc(OCc2nnc(-c3ccccc3)o2)cc1	-15	15	9	-10	2	2	-19	-7	16	-23	-6
CC(C)Nc1nc(NC(N)=S)nc(NC(C)(C)C)n1	6	14	16	-2	-5	0	13	-3	11	-35	-8
Cc1nn(Cc2noc(C(=O)NCCc3ccccn3)n2)c(C)c1Br	-5	14	4	-5	0	-1	6	-2	-10	6	-5
Cc1ccccc1OCCCCc1c(C)n[nH]c1C	-8	20	16	-18	15	-1	7	1	8	8	4
C=CCN(CC(=O)NC1CCS(=O)(=O)C1)S(=O)(=O)c1ccccc1C(F)(F)F (stereo not given)	0	-11	-23	6	-10	-12	1	-9	14	-4	7
O=c1/c(=C\c2ccc(F)cc2)sc2n1CCCN=2	4	-51	-36	-90	-64	-1	6	10	-174	-64	-10
O=C(c1ccc(F)cc1)C1CCN(C(=O)c2ccccc2F)CC1	12	-16	-6	2	19	1	2	8	-10	19	4
Cn1c(=O)c2c(nc(NCc3ccc4c(c3)OCO4)n2Cc2ccc(F)cc2)n(C)c1=O	3	-1	7	10	34	0	19	0	29	-15	5
COc1ccccc1C1CC(c2ccc(Br)cc2)=NN1C(=O)c1cccnc1 (stereo not given)	6	-5	8	-13	14	-2	14	7	24	-7	4
O=C(CCn1c(=O)c2cccn2c2ccccc21)Nc1ccc(F)cc1	6	-15	18	2	-22	9	20	-11	-6	-38	0
Cc1ccc(CNc2ccc(O)cc2)cc1	11	3	8	-4	-4	3	10	-12	1	13	-2
COc1ccc(Cl)cc1NC(=S)N(Cc1cccnc1)Cc1ccco1	-13	10	20	-7	10	2	20	1	6	17	0
COc1ccccc1-c1coc2cc(OCC(=O)OCc3ccccc3)ccc2c1=O	0	3	-2	1	7	10	20	-6	14	10	-6
CCCOC(=O)C1=C(C)NC2=C(C(=O)CCC2)C1c1cc(OC)ccc1OC (stereo not given)	-5	-2	-2	3	3	-2	8	8	8	1	0

Marked active in NR2F2 inh, of those listed so far:
molecule	TLR9-MyD88 block	NCOA3 inh	NR2F2 inh	SRC1 inh	Exocytosis inh	TWEAK Fn14 block	ABHD5-PLIN5 inh	LRH-1 inv ag	SRC2 inh	NOD2-RIPK2 inh
COc1ccc(-c2coc3c(C(=O)NCc4ccc(F)c(F)c4)cccc23)c(C)c1	.	-22	47*	8	3	26	-8	19	6	2
CCN(CC)S(=O)(=O)c1cccc(NC(=O)c2ccc(Br)cc2)c1	-8	22	39*	-3	0	13	-4	-6	11	-3

(more compounds)
SMILES	TLR9-MyD88 block	NCOA3 inh	NR2F2 inh	SRC1 inh	TROY signal inh	Exocytosis inh	TWEAK Fn14 block	ABHD5-PLIN5 inh	LRH-1 inv ag	SRC2 inh	NOD2-RIPK2 inh
COCc1nnc(NC(=O)CC(c2ccccc2)c2ccccc2)s1	-5	-18	1	15	.	1	2	-2	-7	3	1
Cc1ccc(S(=O)(=O)N2CCN(C(=O)c3ccco3)CC2)c(C)c1	12	16	-2	-10	-13	-4	14	4	20	-13	-8
CCN(CC)S(=O)(=O)c1ccc(N2CCOCC2)c(NC(=O)c2cc(Cl)c3c(c2)OCO3)c1	-4	-6	-40	9	4	-1	-33	9	-13	-15	3
COC(=O)CSc1nnc(-c2ccc(S(=O)(=O)N3CCCCC3)cc2)o1	2	14	10	0	-8	9	1	-2	1	-12	-3
O=C(N/N=C/c1ccncc1)c1nn(Cc2ccccc2)c(=O)c2ccccc12	10	6	0	-6	19	4	-8	-5	12	-8	-6
COc1ccc(/C=C2\SC(=S)N(CC3CCCO3)C2=O)cc1 (stereo not given)	-1	-2	8	-10	-67	-4	-57	2	1	-20	-9
Cc1cccc(OCc2nc(C#N)c(NCCN(C)C)o2)c1	7	4	-12	5	-7	-2	1	10	9	10	-5
CCC1CCCCN1C(=O)c1ccc(OC2CCN(C(=O)CCOC)CC2)cc1 (stereo not given)	-11	3	-12	0	-2	-4	-9	7	3	1	12
Cc1cccc(NC(=O)NCc2ccc3c(c2)OCO3)c1	10	-27	-34	-27	-39	-5	-13	-6	-41	-28	2
Cc1ccc(C2C(C(=O)c3sc(C)nc3C)=C(O)C(=O)N2CCN(C)C)o1 (stereo not given)	7	4	-1	-17	-1	1	-2	9	-2	-13	-2
Nc1cc(C2CCCC2)nn1-c1ccccc1	-3	-42	-11	-68	-34	-9	-13	-2	-53	-54	-2
COC(=O)CSc1nc(-c2cccs2)ccc1C#N	1	-80	-78	-102	-70	-1	-50	0	-124	-84	6
O=C(Nc1ccc2c(c1)OCO2)c1cc(-c2ccc(O)cc2)on1	4	-10	-41	-66	-12	11	-82	-6	-12	-88	-1
O=C1C2C3C=CC([C@@H]2C(=O)N1Cc1cccnc1)C31CC1 (stereo not given in full)	-1	6	0	-24	6	0	-5	2	0	5	12
CC1CN(S(=O)(=O)c2cccc(C(=O)NCCCn3ccnc3)c2)CC(C)O1 (stereo not given)	-1	7	5	-8	2	-2	-1	-4	-2	-4	-11

Only part of the results is shown (hit frequency here may not be typical).
